# RECQ1 inh = inhibitors of human RECQ1 DNA helicase; P46063; RECQ1 DNA unwinding, red fluorescence kinetic read; Potency, µM (titrated, usually from 57.3 µM), inactives show top-dose activity, negative = inhibition, most hits filed as inhibitors; 240,000 tested, 0.54% active; AID 2549;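 further: plate controls were vehicle for no effect and no enzyme for full effect; nearly all actives have a fitted effect of over 30% in size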
# Target sequence (P46063 whole entry, looked up): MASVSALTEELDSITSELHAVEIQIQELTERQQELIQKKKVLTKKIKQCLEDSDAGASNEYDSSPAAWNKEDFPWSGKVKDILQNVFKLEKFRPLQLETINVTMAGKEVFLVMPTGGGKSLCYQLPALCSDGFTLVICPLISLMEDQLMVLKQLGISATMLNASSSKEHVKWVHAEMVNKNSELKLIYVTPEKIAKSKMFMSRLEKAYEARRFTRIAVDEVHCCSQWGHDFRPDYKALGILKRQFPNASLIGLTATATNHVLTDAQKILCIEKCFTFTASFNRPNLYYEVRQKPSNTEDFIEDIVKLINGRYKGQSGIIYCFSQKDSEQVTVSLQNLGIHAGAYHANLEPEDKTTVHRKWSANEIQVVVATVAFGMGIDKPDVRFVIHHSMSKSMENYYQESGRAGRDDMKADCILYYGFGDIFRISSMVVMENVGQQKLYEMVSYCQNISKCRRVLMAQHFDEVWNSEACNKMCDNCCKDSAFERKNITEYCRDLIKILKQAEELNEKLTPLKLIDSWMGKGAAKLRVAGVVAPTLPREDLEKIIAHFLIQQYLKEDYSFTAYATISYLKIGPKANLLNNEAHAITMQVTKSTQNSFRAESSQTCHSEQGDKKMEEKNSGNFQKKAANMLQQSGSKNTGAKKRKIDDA
#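 RECQ1T1 50 nM; forked duplex (20 bp + 30-nt ss tails) 200 nM, ATP 2 mM final; pH 8.0, 2 mM MgCl2, 2.5 ug/ml poly(dI-dC); 15 min compound preincubation; discontinuous kinetic read over 2 h at RT.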
# NPSR antag = antagonists of human neuropeptide S receptor cAMP signaling; CHO-NPSR cells, cAMP TR-FRET, antagonist mode; Potency, µM (titrated, usually from 38.3 µM), inactives show at the top dose activity change, negative = inhibition, hits mostly inhibitors; 220,000 tested, 1% active; further: on the % scale 0 is the no-effect control and ±100 the full control effect; nearly all actives have a fitted effect of over 50% in size; many of its hits are not listed in these tables
# SMN2 splice up = enhancers of SMN2 splice variant expression; HEK293 SMN2-luciferase splicing reporter, luminescence, 30-36 h; Potency, µM (highest dose often 46.1 µM), without a hit: top-dose activity change, positive = activation, usual class: activators; 210,000 tested, 2.8% active; AID 1458; further: % of control where 0% means no effect; nearly all actives have a fitted effect of over 55% in size
#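 HEK293 cells carry an SMN2 minigene-luciferase reporter in which exon 7 inclusion puts luciferase in frame. Cells were seeded at 2000 cells/well, attached for 10-12 hours, then exposed to compounds for 30-36 hours at 37C before ONE-Glo luminescence.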
# RGS12 GoLoco inh = RGS12 GoLoco-Gai1 interaction inhibition; P63096; Gai1:RGS12 GoLoco peptide FP, rhodamine, 10 min; Potency, µM (series often up to 61.6 µM), for the others: top-dose activity, negative = inhibition, hits mostly inhibitors; 230,000 tested, 0.44% active; active means well fitted inhibition curve with a large enough effect, not every such curve was filed as active; inactive means no such curve, though single readings can be large or run the other way; further: on the % scale 0 is the no-effect control and ±100 the full control effect; nearly all actives have a fitted effect of over 30% in size; many of its hits are not listed in these tables
# Target sequence (P63096 whole entry, looked up): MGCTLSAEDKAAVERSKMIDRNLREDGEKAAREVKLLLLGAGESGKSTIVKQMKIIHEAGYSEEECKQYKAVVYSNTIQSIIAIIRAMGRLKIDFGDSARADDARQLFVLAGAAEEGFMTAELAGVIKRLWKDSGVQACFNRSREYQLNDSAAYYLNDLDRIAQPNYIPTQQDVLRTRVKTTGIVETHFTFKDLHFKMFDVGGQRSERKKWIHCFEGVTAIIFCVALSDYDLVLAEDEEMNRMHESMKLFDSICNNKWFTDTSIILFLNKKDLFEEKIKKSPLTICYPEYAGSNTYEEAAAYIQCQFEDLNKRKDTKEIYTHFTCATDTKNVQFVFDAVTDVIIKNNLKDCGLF
# KinaseGlo FLuc = blocks Kinase-Glo luciferase, a counter-screen artifact. Kinase-Glo luciferase, ATP luminescence, 8 min. 200,000 tested, 0.28% active. Potency, µM (doses to about 38.3 µM), for inactives: at the top dose activity change, negative = inhibition, hits mostly inhibitors. Q27757; further: on the % scale 0 is the no-effect control and ±100 the full control effect; nearly all actives have a fitted effect of over 60% in size
#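 Light output from Kinase-Glo luciferase with luciferin and 10 uM ATP in 50 mM imidazole pH 7.2, KCl, MgCl2, Tween 20, BSA; compound pin-delivered, 8-min ambient incubation, then luminescence read.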
# Epigenetic derep = derepresses silenced GFP reporter in murine cells; Potency, µM (highest dose often 53.9 µM), inactives show top-dose GFP activation, most hits filed as activators; AID 1865; murine LDR cells, GFP reporter derepression, 30 h; 280,000 tested, 0.2% active; further: % of control where 0% means no effect; nearly all actives have a fitted effect of over 60% in size
#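 Murine LDR cells bearing a silenced CMV-driven GFP reporter were exposed to compound for 30 h at 37 C. After PBS washes, GFP-positive cells (20-120 um objects) counted by laser-scanning microplate cytometry.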
# IMPase Li cell = IMPase inhibition in cells with lithium potentiation | CHO-M1 cells, IP1 TR-FRET (IP-One), carbachol + lithium | Potency, µM (doses to about 59.4 µM), inactives show at the highest dose activity, negative = IMPase inhibition, actives largely listed as inhibitors | 210,000 tested, 0.35% active | AID 1457;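 further: IP1 builds up when IMPase is blocked and the TR-FRET signal falls; plate controls were basal vehicle for no effect and high inhibitor control for full effect; nearly all actives have a fitted effect of over 50% in size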
#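 IP1 accumulation measured by competitive TR-FRET in lysed CHO-M1 cells after 30 min compound exposure at 37C, with a small lithium addition to potentiate weak responses. Hill-equation AC50 from ratio and donor-channel data.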
# JMJD2E inh = inhibitors of human JMJD2E histone demethylase; JMJD2E catalytic domain, FDH-coupled NADH fluorescence (FDH is formaldehyde dehydrogenase); Potency, µM (series often up to 57.1 µM), for inactives: top-dose activity change, negative = inhibition, usual class: inhibitors; 230,000 tested, 1.6% active; B2RXH2; active means well fitted inhibition curve with a large enough effect, not every such curve was filed as active; inconclusive means small, poorly fitted or top-dose-only effect, or another doubt; inactive means no such curve, though single readings can be large or run the other way;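 further: 0% = wells with enzyme and -100% = buffer wells without enzyme; nearly all actives have a fitted effect of over 50% in size; many of its hits are not listed in these tables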
# Numbers without * were called inactive; i = inactive; u = inconclusive; x = not tested or not shown; & = joins results of further samples; [ ] = another dose, or the depositor's remark. Unless noted, the call rests on the fitted dose curve; in most records, active means well fitted curve in the direction sought with a large enough effect; inconclusive means small, poorly fitted or top-dose-only effect, or another doubt; inactive means no such curve, though single readings can be large; an effect the other way counts as inactive or inconclusive. Potency means the concentration at half of the fitted maximal effect.
# Start of the listing, in advance (2 entries):
SMILES,RECQ1 inh,NPSR antag,SMN2 splice up,RGS12 GoLoco inh,KinaseGlo FLuc,Epigenetic derep,IMPase Li cell,JMJD2E inh
Cc1cc(Cl)ccc1OCC(=O)Oc1c(Cl)c(Cl)c(Cl)c(Cl)c1Cl,x,x,-13%[9.22 µM],6%[14.2 µM],-1%[7.66 µM],x,-1%,x
CCOC(=O)Cn1nc(C)c(NC(=O)c2ccc(Cl)c([N+](=O)[O-])c2)c1C,-5%,-12%,4%,-25%,2%,-1.1%,-1%,0%

# All compounds of this part, previewed entries included:
SMILES,RECQ1 inh,NPSR antag,SMN2 splice up,RGS12 GoLoco inh,KinaseGlo FLuc,Epigenetic derep,IMPase Li cell,JMJD2E inh
Cc1cc(Cl)ccc1OCC(=O)Oc1c(Cl)c(Cl)c(Cl)c(Cl)c1Cl,x,x,-13%[9.22 µM],6%[14.2 µM],-1%[7.66 µM],x,-1%,x
CCOC(=O)Cn1nc(C)c(NC(=O)c2ccc(Cl)c([N+](=O)[O-])c2)c1C,-5%,-12%,4%,-25%,2%,-1.1%,-1%,0%
NS(=O)(=O)c1ccc(CCNC(=O)CSc2nnc3ccccn23)cc1,-6%,15%,9%,-1%,2%,2.5%,-1%,u
CC(C)CC(C(=O)OCC(=O)Nc1cccc(Cl)c1)N1C(=O)C2CC=CCC2C1=O (stereo not given),-15%,-20%,-2%,7%,0%,1.1%,7%,-5%
Cn1cc(S(=O)(=O)CC(=O)Nc2ccc(Br)cc2)c2ccccc21,1%,-16%[46.1 µM],9%,5%,1%,-0.3%,-6%[38.3 µM],1%
Cc1cccc(Cc2nnc(CCC(=O)N3CCCCC3c3nccs3)o2)c1 (stereo not given),18%,42%,x,8%,x,-0.2%,-1%,4%
Cc1cc(=O)[nH]c(NN=C2CCC(C(C)(C)C)CC2)n1 (stereo not given),i,7%,8%,2%,1%,-0.2%,-5%,-14%
O=C(c1cnccn1)N1CCC[C@@]2(CCN(Cc3ccccc3)C2)C1,-13%,x,-2%,6%,1%,x,-2%,x
N#Cc1cccn1-c1nccc(-c2cccs2)n1,i,-29%,22%,5%,-1%,0.4%,-4%,-16%
O=C(c1ccc(-c2cc3ccccc3oc2=O)cc1)N1CCN(c2ccc(Cl)cc2[N+](=O)[O-])CC1,-2%,5%,-37%[inhibitor],-23%,0%,2.1%,1%,4%
Cc1oc2c(O)c(O)ccc2c(=O)c1-c1cnn(-c2ccccc2)c1,3%,0%[46.1 µM],-70%[inhibitor],2.2µM*,-4%,-4.5%,37%[activator][38.3 µM],6%
CC1=NN(C(N)=S)C(=O)C1N=Nc1ccc(C)cc1C (stereo not given),-6%,-9%[46.1 µM],14µM*,7%,-4%,3.8%,15%[38.3 µM],3%
C=CCn1c(C)cc(C(=O)COc2ncnc3sccc23)c1C,i,-1%[46.1 µM],5.6µM*,16%,-2%,0.7%,-5%[38.3 µM],-3%
O=C(O)CCCNc1ccc([N+](=O)[O-])c(NCCCC(=O)O)n1,1%,6%,-25%,-3%,3%,5.9%,-4%,5%
Cc1ccc(-c2csc3ncn(CC(=O)N4CCOCC4)c(=O)c23)cc1C,-5%,16%[46.1 µM],4%,5%,5%,-0.2%,16%[38.3 µM],3%
Cc1ccc(OCCNC(=O)/C=C/c2ccco2)cc1C,i,-18%,x,6%,x,-1.2%,-1%,-3%
O=C(CNC(=O)c1ccc(S(=O)(=O)N2CCCCC2)cc1)N/N=C/c1ccco1,-6%,1%,12%,1%,0%,-1.1%,-3%,-9%
COc1ccc(-c2nc(NC(=O)c3cc(C(C)(C)C)nn3C)sc2C)cc1,-4%,-14%[46.1 µM],-43%[inhibitor],-13%,-3%,-4.0%,21%[38.3 µM],u
CC1(C)[C@@H](O)CC[C@]2(C)[C@H]3C(=O)C=C4[C@@H]5C[C@@](C)(C(=O)O)CC[C@]5(C)CC[C@@]4(C)[C@]3(C)CC[C@@H]12,-2%,-11%,-1%,6%&12%,3%[39.9 µM],0.6%&1.3%,6%&-1%,2%
O=C(Nc1ccc(-c2csc(-c3ccccc3)n2)cc1)c1ccccc1,i,-10%[46.1 µM],-6%,6%,-1%,0.9%,5%[38.3 µM],332%
N#CC1=C(N)NC(SCC(=O)O)=C(C#N)C12CCCC2,0%,-15%[7.67 µM],-10%,32%[activator],13%,2.8%,-15%[38.3 µM],u
Cc1nn(Cc2c(F)c(F)c(F)c(F)c2F)c(C)c1NC(=O)c1ccc(COc2ccccc2Cl)cc1,-13%,-6%[46.1 µM],-32%[inhibitor],-1%,0%,2.2%,11%[38.3 µM],2%
Cc1ccccc1C(=O)Nc1cc(-c2cc(C(C)(C)C)oc2C)nn1C,-17%,59%,x,10%,x,0.9%,x,12%
CCOC(=O)C1CCCN(C(=O)c2cc3ccccc3oc2=O)C1 (stereo not given),i,8%,-3%,12%,3%,4.8%,4%,-10%
Oc1ccc(-c2cn3ccccc3n2)cc1,-1%,-6%[7.67 µM],x,-3%,x,-0.3%,x,u
Cc1nc(N2CCC(C)CC2)c2oc3ccccc3c2n1,1%,u,-43%[inhibitor],7%,-10%,2.8%,19%[38.3 µM],-2%
CCN1C(=O)C2(C(C#N)=C(N)Oc3n[nH]c(COC)c32)c2ccccc21 (stereo not given),0%,5%[46.1 µM],21%,6%,1%,-1.1%,-2%[38.3 µM],2%
CCOc1ccccc1NC(=O)COC(=O)C(CC)c1ccccc1 (stereo not given),-24%,-27%,7%,4%,2%,-1.5%,9%,-2%
COc1ccc(CCCn2ncc3c2nc(N)n2nc(-c4ccco4)nc32)cc1,i,x,x,1%,1%[39.9 µM],3.8%,30%,x
Cc1cccc(NC(=S)NCCc2ccc(F)cc2)c1C,i,-30%,12%,0%,0%,1.3%,9%,12%
O=S(=O)(c1cccc(-c2nc3n(n2)Cc2ccccc2-3)c1)N1CCCC1,-6%,-14%[46.1 µM],-4%,12%,-8%,-0.2%,1%[38.3 µM],-1%
C=CCOC(=O)CC(NC(=O)c1ccccc1)c1ccccc1 (stereo not given),i,-10%[46.1 µM],-25%,-2%,13%,-2.6%,-1%[38.3 µM],-2%
Cc1noc(C)c1C(=O)NC1CCCc2ccccc21 (stereo not given),u,-3%[46.1 µM],-23%,3%,-2%,-0.9%,22%[38.3 µM],1%
Cc1sc(NC(=O)c2ccco2)nc1-c1ccccc1,-4%,-17%[46.1 µM],4.5µM*,3%,7%,-0.9%,-2%,-12%
CC(=O)CSc1ncnc2scc(-c3ccc(F)cc3)c12,i,1%,-5%,12%,0%,3.2%[10.1 µM],21%,16%
C=CCn1c(=O)c2ccccc2n2c(SCC(=O)NCc3cccs3)nnc12,-14%,-11%[46.1 µM],-4%,9%,-4%,-2.5%,8%[38.3 µM],-11%
Cc1cc(C(=O)NCC23CC4CC(CC(C4)C2)C3)c(C)o1,-4%,-39%,2%,4%,4%,-1.0%,4%,6%
O=C(CCN1CCCC1)Nc1ccccc1,-2%,6%[46.1 µM],21%,7%,3%,0.0%,22%[38.3 µM],0%
COC(=O)c1c(C(=O)OC)c(-c2ccc(Cl)cc2)n2c1CS(=O)(=O)C2,-2%,-22%,3%,1%,0%,-1.8%,-1%,-5%
Cc1ccc(NC(=O)N2CCC(C(=O)NCc3ccccc3)CC2)cc1,i,-2%[46.1 µM],-3%,-2%,1%,-0.8%,-1%,5%
CN(C)c1ncc(CN2CCC(CO)(CCCc3ccccc3)CC2)s1,-1%,10%,x,1%,x,1.6%,x,4%
CCCCNc1c(NC(C)=O)c(=O)oc2ccccc12,-7%,11%,-14%,4%,0%,-0.1%,0%,1%
COC(=O)c1ccc(OCC(=O)c2ccc(C)c(C)c2)cc1,-3%,-7%,19%,-3%,2%,1.0%,4%,0%
CCOC(=O)c1oc2ccccc2c1NC(=O)c1cc(OC)cc(OC)c1,-6%,u,-14%,8%,2%,-1.1%,16%[38.3 µM],u
CC(C)(C)c1ccc(OCC(=O)NNC(=O)Cc2cccs2)cc1,-8%,-1%[46.1 µM],-8%,3%,-5%,1.4%,-11%[38.3 µM],2%
CCc1c(C(=O)NNC(=S)NCC2CCCO2)csc1C (stereo not given),4%,2%,16%,-2%,-1%,3.2%,0%,6%
COc1ccccc1-c1cn(C(C)(C)C)nc1C,-2%,-2%,-2%,-2%,2%,0.6%,0%,-1%
CCCCC(=O)NCCNc1nc2c(c(=O)n(C)c(=O)n2C)n1Cc1ccc(F)cc1,-4%,-31%[7.67 µM],-24%,7%,-7%,-3.1%,12%[38.3 µM],7%
O=C(COc1cccc2ccccc12)NNC(=O)Nc1ccccc1,-1%,10%[46.1 µM],u,15%,4%,6.4%,-9%[38.3 µM],u
Cc1ccc2[nH]c3c(N4CCCCCC4)ncnc3c2c1,6%,u,-69%[inhibitor],9%,4%,0.0%,38%[activator][38.3 µM],u
CCN(CC)CCn1c(SCC(=O)Nc2cccc(OC)c2)nc2c(sc3ccccc32)c1=O,6%,-54%,-50%[inhibitor],7%,1%,8.5%,7%,u
COc1ccc(-c2cc(C(F)F)n3ncc(C(=O)Nc4cc(C)on4)c3n2)cc1,-9%,11%,x,6%,-2%,-0.1%,25%,1%
NC(=O)c1ccsc1NC(=O)Cc1ccc([N+](=O)[O-])cc1,0%,1%,-16%,11%,-2%,3.2%,-8%,-2%
CC1=C(C#N)C(=O)OC(C)(C)C1,u,-3%[46.1 µM],6%,-46%,0%,0.0%,31%[activator][38.3 µM],3%
O=C(c1cc(-c2ccccn2)nc2ccccc12)N1CCN(c2ncccn2)CC1,-5%,7%,15%,9%,-1%,-0.2%,0%,1%
COc1cc(C(=O)N=c2sc3ccccc3n2C)cc(OC)c1OC,-2%,-5%,-27%,12%,1%,3.6%,u,u
N#CCSc1nc2c(cc1C#N)CCCC2,-8%,19%[46.1 µM],3%,5%,-2%,-1.7%,2%[38.3 µM],u
CCCc1cc(C(=O)NNC(=S)Nc2cccc(C)c2)cs1,5%,-44%,5.6µM*,-1%,-4%,-5.1%,-2%,4%
Cc1ccc(SCC(=O)Nc2ccccc2C(=O)N2CCOCC2)cc1,0%,10%[46.1 µM],x,x,x,1.0%,x,-2%
O=C(NCc1ccco1)c1ccc(Cl)c(S(=O)(=O)Nc2ccccc2)c1,1%,41%,x,14%,-7%,-0.7%,2%,-2%

# The list is partial (hit frequency here may not be typical).
